Bioassay records as filed in PubChem.
Epigenetic derep – epigenetic control regulation, reporter derepression | hit rate 0.2% among 280,000 | AID 1865 | murine LDR cells, GFP reporter derepression, 30 h | Potency, µM (top dose mostly 53.9 µM), for the others: at the highest dose GFP activation, actives largely listed as activators; note: potency is the fitted concentration of half-maximal effect; % of control where 0% means no effect; nearly all actives have a fitted effect of over 60% in size
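Murine LDR cells bearing a silenced CMV-driven GFP reporter were exposed to compound for 30 h at 37 C. After PBS washes, GFP-positive cells (20-120 um objects) counted by laser-scanning microplate cytometry.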
Tau fluor counter – counter-screen for tau fibril formation inhibitors; tau K18 P301L (four-repeat tau fragment) Alexa594 fluorescence, heparin fibrillization; AID 1463; Potency, µM (series often up to 57.7 µM), without a hit: top-dose activity change, negative = decrease; hit rate 0.93% among 280,000; note: potency is the fitted concentration of half-maximal effect; % is set by controls: 0 for no effect and ±100 for the full control effect; nearly all actives have a fitted effect of over 55% in size
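Human K18 P301L tau (15 uM unlabeled plus 0.24 uM Alexa 594-labeled, final) in 100 mM sodium acetate pH 7 was mixed with compound and 20 uM heparin and incubated 6 hr at 37 C.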
TR SRC2 fluor cs – Texas Red fluorescence interference in TRb-SRC2 counter-screen. AID 1479. hit rate 0.29% among 280,000. TRb/SRC2 Texas Red total fluorescence interference. Potency, µM (series often up to 106 µM), for the others: at the top dose fluorescence change, negative = quenching; active = well fitted curve in either direction with a large enough effect; inconclusive = small, poorly fitted or top-dose-only effect; note: potency is the fitted concentration of half-maximal effect; % is set by controls: 0 for no effect and ±100 for the full control effect
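Human TRβ ligand-binding domain (0.6 uM) and Texas Red SRC2 peptide (20 nM) in Tris buffer with 1 uM T3 and 5% DMSO were incubated with pinned compound for 5 hr at ambient temperature. Total fluorescence was computed as S + 2P (555/632 nm).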
CBFb RUNX1 block – CBF-beta/RUNX1 interaction disruption. AlphaScreen CBFb-His/RUNX1-biotin binding, biochemical. Potency, µM (titrated, usually from 59.8 µM), for inactives: at the top dose activity, negative = inhibition, actives largely listed as inhibitors. 230,000 tested, under 10 active. Q01196+Q13951; note: % of control where 0% means no effect
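Read-out: AlphaScreen. Format: His-CBF-beta with biotinylated RUNX1 (30 nM each) preincubated 20 min, compound 15 min, Ni-chelate plus streptavidin beads 90 min; room temperature throughout.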
aGal spleen mod – alpha-galactosidase A (human) modulation. P06280. human spleen homogenate, 4MU-alpha-Gal fluorescence, 40 min. Potency, µM (top dose mostly 80 µM), for inactives: at the top dose activity change, negative = inhibition, most hits filed as inhibitors. hit rate 0.008% among 240,000;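 note: potency is the fitted concentration of half-maximal effect; 0% = enzyme with vehicle and -100% = no enzyme basal signal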
Target sequence (P06280 32-429 limits assumed): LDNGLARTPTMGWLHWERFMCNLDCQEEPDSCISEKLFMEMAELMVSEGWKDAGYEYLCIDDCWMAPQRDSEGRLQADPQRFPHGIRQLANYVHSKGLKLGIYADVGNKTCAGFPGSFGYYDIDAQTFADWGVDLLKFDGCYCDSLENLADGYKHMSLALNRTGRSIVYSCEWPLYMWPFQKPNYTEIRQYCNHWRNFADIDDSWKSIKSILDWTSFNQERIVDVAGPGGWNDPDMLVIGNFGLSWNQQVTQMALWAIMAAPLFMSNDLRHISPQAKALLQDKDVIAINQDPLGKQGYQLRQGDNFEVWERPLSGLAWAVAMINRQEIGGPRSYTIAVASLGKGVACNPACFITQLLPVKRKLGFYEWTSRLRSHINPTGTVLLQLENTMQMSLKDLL
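Human spleen homogenate (1 ug) was the enzyme source, with 4-methylumbelliferyl-alpha-D-galactopyranoside (1 mM final) in pH 5.0 citrate buffer with 0.01% Tween-20. Compounds were titrated; after 40 min at 37C, NaOH/glycine stop, 4-MU fluorescence read; AC50 from Hill fits.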
TRb-SRC2 inh – disrupts binding of human TR beta to SRC2 | P10828 | TRbeta-SRC2 peptide binding, fluorescence polarization; receptor liganded with 1 µM T3 | Potency, µM (doses to about 106 µM), inactives show at the top dose activity change, negative = inhibition, hits mostly inhibitors | hit rate 0.065% among 280,000;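 note: potency is the fitted concentration of half-maximal effect; plate controls were bound peptide for no effect and peptide without receptor for full effect; nearly all actives have a fitted effect of over 50% in size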
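Decrease in fluorescence polarization of 20 nM Texas Red SRC2 coactivator peptide flagged inhibition of its binding to 0.6 uM TRb LBD; 1 uM T3 included, incubation 5 hr, ex 555/em 632 nm.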
Tau FP inhib – inhibitors of human tau fibril formation; P10636; K18 P301L tau heparin fibrillization, Alexa594 FP, 6 h; Potency, µM (top dose mostly 57.7 µM), for the others: top-dose activity, negative = inhibition, most hits filed as inhibitors; hit rate 0.39% among 280,000; note: potency is the fitted concentration of half-maximal effect; % is set by controls: 0 for no effect and ±100 for the full control effect; nearly all actives have a fitted effect of over 55% in size
Target sequence (P10636 561-689 P618L limits assumed): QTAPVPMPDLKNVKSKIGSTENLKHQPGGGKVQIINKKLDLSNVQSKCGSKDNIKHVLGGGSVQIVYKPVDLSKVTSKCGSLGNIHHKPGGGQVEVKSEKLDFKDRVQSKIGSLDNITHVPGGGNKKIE
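Recombinant K18 P301L […], labeled with Alexa 594 at 0.24 uM over 15 uM unlabeled; heparin inducer 20 uM final; 37 C, 6 hr; FP endpoint.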
NPSR antagonist – antagonists of human neuropeptide S receptor cAMP signaling. Q6W5P4. CHO-NPSR cells, cAMP TR-FRET, antagonist mode. Potency, µM (top dose mostly 38.3 µM), for the others: top-dose activity change, negative = inhibition, most hits filed as inhibitors. hit rate 1% among 220,000; note: potency is the fitted concentration of half-maximal effect; % is set by controls: 0 for no effect and ±100 for the full control effect; nearly all actives have a fitted effect of over 50% in size; many of its hits are not listed in these tables
Target sequence (Q6W5P4 whole entry, looked up): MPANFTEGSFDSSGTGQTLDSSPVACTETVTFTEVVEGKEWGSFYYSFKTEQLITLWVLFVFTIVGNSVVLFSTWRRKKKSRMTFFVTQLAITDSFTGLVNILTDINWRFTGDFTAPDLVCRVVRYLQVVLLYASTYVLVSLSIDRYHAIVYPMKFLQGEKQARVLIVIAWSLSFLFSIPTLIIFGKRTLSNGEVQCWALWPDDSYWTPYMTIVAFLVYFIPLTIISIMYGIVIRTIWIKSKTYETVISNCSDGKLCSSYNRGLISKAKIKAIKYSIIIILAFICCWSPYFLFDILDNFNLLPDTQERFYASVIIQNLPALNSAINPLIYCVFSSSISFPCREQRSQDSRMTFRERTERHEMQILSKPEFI
An asterisk follows results filed as active; ? = inconclusive; . = not tested or not shown; & = joins results of further samples; [ ] = another dose, or the depositor's remark. Unless noted, calls come from the whole dose curve; as a rule, active = well fitted curve in the direction sought with a large enough effect; inconclusive = small, poorly fitted or top-dose-only effect, or another doubt; inactive = no such curve, though single readings can be large; an effect the other way counts as inactive or inconclusive.

SMILES | Epigenetic derep | Tau fluor counter | TR SRC2 fluor cs | CBFb RUNX1 block | aGal spleen mod | TRb-SRC2 inh | Tau FP inhib | NPSR antagonist
Cc1cccc(CNc2ccnc(-c3ccoc3)n2)c1 | 1.3% | -20% | 3% | . | 2% | 7% | -11% | .
Brc1ccc(OCc2nc(-c3ccccn3)n[nH]2)cc1 | ? | -15% | -1% | . | 4% | 2% | -5% | -9%[46.1 µM]
Cn1c(SCc2nc3ccccc3s2)nnc1-c1cccs1 | -0.2% | -1% | -3% | -1% | 6% | 2% | 3% | -2%[46.1 µM]
CCOc1ccc(-c2nn(-c3ccccc3)cc2/C=C2\SC(=S)N(C3CCS(=O)(=O)C3)C2=O)cc1 (stereo not given) | 4.2% | -17% | -1% | -5% | 7% | 5% | -1% | -23%[46.1 µM]
CCC(C)(C(=O)NC1CCCCC1)N(C(=O)CC1NC(=O)NC1=O)c1c(C)n(C)n(-c2ccccc2)c1=O (stereo not given) | -0.4% | 7% | -6% | 8% | 10% | -4% | -2% | 6%
Cc1ccc2nc(SCCC#N)nc(C)c2c1 | -1.0% | 1% | -3% | 4% | 0% | 3% | -3% | 3%[46.1 µM]
O=C1CCc2ccccc2N1 | 0.0% | 2% | -1% | 1% | -2% | -2% | 3% | 0%[7.67 µM]
COc1ccc(CCNC(=O)c2ccc(CSc3ccccc3)o2)cc1 | -3.6% | -19% | -1% | -6% | -3% | 8% | 5% | -24%
Cc1ccc(NC(=O)CC2S/C(=N/N=C/c3c[nH]c4ccccc34)NC2=O)cc1 (stereo not given) | 0.0% | ? | -7% | -5% | -13% | -6% | ? | 9%
CC(Sc1nnc(Cc2cccs2)n1C1CCCCC1)C(N)=O (stereo not given) | 0.0% | 7% | -5% | 6% | 8% | -18% | 5% | 1%[46.1 µM]
Nc1nc(-c2ccc3c(c2)NC(=O)CO3)cs1 | -0.7% | -22% | -12% | . | -10% | 0% | -1% | -12%[46.1 µM]
CC1Cc2ccccc2N1c1ncnc(N)c1[N+](=O)[O-] (stereo not given) | -3.8% | 1% | -1% | 2% | 15% | 2% | 2% | 6%
Cc1cc(C(=O)Nc2ccccc2C(=O)N2CCCCC2)ccc1[N+](=O)[O-] | -1.1% | -18% | 3% | 1% | 8% | 3% | 3% | -14%
CCS(=O)(=O)c1ncc(Cl)c(C(=O)N(Cc2ccccc2)Cc2ccco2)n1 | -1.9% | -4% | -1% | . | . | -1% | -9% | .
CCCCCn1c(CN2CCN(Cc3ccccc3)CC2)nc2c1c(=O)[nH]c(=O)n2C | -1.1% | -8% | 2% | 2% | -11% | 0% | 1% | -10%[46.1 µM]
CCOC(=O)N/N=C/c1ccccc1-c1cc(OC)ccc1OC | 3.4% | -7% | -1% | 4% | 4% | -8% | -8% | .
C[C@@H](C(=O)Nc1ccc2ccccc2c1)[C@H]1C[C@]1(C)[C@H](NS(=O)(=O)c1ccc(-c2ccccc2)cc1)c1ccccc1 | 1.3%&-0.4% | -4%&-3% | -6%&-3% | 5%&9% | 2%&2% | -7%&3% | ? | -14%
COc1ccccc1C(=O)NCCc1nc2ccccc2[nH]1 | -1.9% | 2% | -7% | 6% | 3% | -2% | 3% | 1%[46.1 µM]
CN1CCN(CCNC(=O)Nc2ccc([N+](=O)[O-])cc2)CC1 | ? | -13% | -1% | -9% | -17% | -11% | -8% | 2%
CCN(C(=O)CSc1ncccc1C(=O)O)C1CCCCC1 | -1.4% | -2% | 1% | 6% | 3% | -4% | 4% | 9%
Cc1ccc(OCCSc2nc(NC(C)C)nc(NC(C)C)n2)cc1 | 0.1% | -14% | 2% | ? | 9% | 6% | -10% | -38%
CC(=O)N1N=C(c2ccc(Br)cc2)CC1c1cn(C)c2ccccc12 (stereo not given) | 2.1% | -23% | 0% | -13% | 4% | 0% | -6% | -37%
CC[C@H](C)[C@H](NC(=O)[C@H](Cc1ccc(O)cc1)NC(=O)CNC(=O)[C@@H]1CCCN1C(=O)[C@H](CC(=O)O)NC(=O)[C@@H](N)CS)C(=O)NCC(=O)N[C@@H](CO)C(=O)N[C@@H](CCCN=C(N)N)C(N)=O | . | . | -6% | 4% | -15% | -1% | . | .
COc1ccc(-c2nc3ccccc3c(=O)n2CCOc2ccc(C)cc2C)cc1 | 1.0% | -14% | 2% | 1% | 0% | -25% | ? | -8%
COC(C(=O)NCc1ccc(C)cc1)c1ccccc1 (stereo not given) | -1.0% | 6% | -1% | -2% | 5% | -5% | -3% | 5%
CC(=O)OCC(=O)[C@H]1CC[C@H]2[C@@H]3CC=C4C[C@@H](O)CC[C@]4(C)[C@H]3CC[C@]12C | -1.7% | -11% | 0% | 11% | 4% | 3% | 5% | -12%
Cc1ccc(S(=O)(=O)N2CCN(S(C)(=O)=O)C2)cc1 | -2.2% | -3% | -1% | 2% | 8% | -6% | 4% | -7%[46.1 µM]
CCN(CC)S(=O)(=O)c1ccc(NC(=O)Cn2ncc3c([nH]c4ccccc43)c2=O)cc1 | -1.2% | -21% | 9% | . | . | 10% | ? | .
CNC(=O)c1cc(C(=O)c2c(Cl)cccc2Cl)c[nH]1 | 1.1% | -2% | 1% | -3% | -5% | -1% | 7% | 7%
O=C(COC(=O)c1ccc2[nH]c3c(c2c1)CCCC3)NC1CCS(=O)(=O)C1 (stereo not given) | -1.5% | -11% | -1% | -6% | -12% | -8% | 0% | 9%
CCCCn1c(NC(=S)Nc2ccccc2)nc2ccccc21 | ? | ? | 0% | ? | 9% | -6% | 7% | -20%
CCc1cc2ccc(OC)cc2nc1SCC(=O)Nc1cc(C)on1 | 2.5% | -5% | -7% | 16% | -27% | 0% | -6% | 10µM*
CC(=O)c1cnn(-c2cc(Oc3ccc(F)cc3)ncn2)c1C | -6.1% | -4% | 0% | -3% | -2% | -13% | 5% | -13%[46.1 µM]
N#Cc1ccc(N2Cc3ccccc3C2=NC(=O)c2cccnc2Cl)cc1 | -4.8% | 0% | 0% | -7% | 7% | 3% | 0% | 5%
Cc1ccccc1C(=O)NNC(=O)CSc1nc(-c2ccccc2)cc(=O)[nH]1 | -0.4% | -4% | -2% | -7% | -2% | 4% | -9% | -9%
Cc1cccn2c(CN(C)C3CCOC3)c(C(=O)N3CCCCC3)nc12 (stereo not given) | 1.6% | -2% | -1% | 6% | 4% | -7% | 7% | 0%
O=C(COC(=O)C1Cc2ccccc2CN1C(=O)c1ccccc1)Nc1ccc(SC(F)F)cc1 (stereo not given) | 5.0% | -22% | 0% | 0% | -8% | -7% | ? | -31%
CCOC(=O)CN1N=C(/C=C/c2ccc(OC)cc2)CCC1=O | -1.5% | -1% | -4% | -7% | -1% | -9% | -3% | -16%[46.1 µM]
CCOc1ccc(NC(=O)c2cc3cc(C)ccc3n2C)cc1 | -3.2% | -14% | -11% | . | . | 1% | -10% | .
Cc1ccc(Nc2nc(N)nc(-c3oc4ccccc4c3C)n2)cc1 | 4.4% | -29% | -1% | 0% | -6% | -1% | -18% | 3%
C=CCNC(=O)N1CCc2nc(CCCC)c3c(c2C1)CO[C@@H](C)C3 | . | 1%[11.6 µM] | -1%[11.2 µM] | 4%[13.1 µM] | 3%[17.5 µM] | -4%[11.2 µM] | -2%[11.6 µM] | .
Clc1ccc(-c2nc(Cc3ccccc3Cl)no2)cc1 | -1.2% | -12% | -8% | 21% | 11% | 1% | -11% | -14%[46.1 µM]
Cc1cc(C(=O)NCCc2ccc(S(=O)(=O)NC(=O)NN3CCCCCC3)cc2)no1 | -2.2% | -1% | -1% | -2% | 3% | -2% | -4% | .
CN(C)C(=O)c1ccccc1-c1ccccc1 | -2.0% | 1% | 1% | 6% | -4% | 2% | -1% | -4%[46.1 µM]
FC(F)Sc1ccc(N=C2NN=C(c3ccc4c(c3)OCCO4)CS2)cc1 | 0.0% | ? | -2% | ? | -4% | -16% | 1% | -8%[46.1 µM]
CCOc1cccc(C2CC(=O)Nc3cc4c(cc32)OCCO4)c1 (stereo not given) | -1.8% | -19% | 0% | . | . | -6% | 2% | .
COC(=O)c1ccccc1NC(=S)NC(=O)COc1ccccc1Cl | -2.2% | -23% | 1% | -3% | 1% | -3% | -16% | -14%[46.1 µM]
COc1cc(NC(=S)NC(=O)c2ccc(C(C)(C)C)cc2)ccc1NC(=O)c1cccs1 | -0.1% | -20% | 12% | 7% | 4% | -3% | 2% | 1%
Cc1cc(NC(=O)c2cc(-c3ccc(Br)cc3)on2)no1 | 3.3% | -1% | 1% | 0% | -3% | -2% | 2% | -5%
Cc1noc(C)c1COc1ccc(C(=O)OCC(=O)c2ccc3c(c2)OCCO3)cc1 | 4.0% | -16% | -2% | -4% | 9% | 8% | 4% | 1%[46.1 µM]
COC(=O)[C@@H]1C[C@H]2CC[C@H](O)C[C@H]2N1Cc1ccc(C(C)(C)C)cc1 | 1.6%&-3.6% | -19%&4% | 0%&-1% | 0%&15% | -3%&5% | 6%&-1% | 6%&4% | -1%
COc1cc(NC(=O)C(NC(=O)C2CCC(C)CC2)C(C)C)cc(OC)c1OC (stereo not given) | 0.3% | -9% | -2% | . | . | -2% | 6% | .
Cc1cc(C(=O)OCC(=O)N2CCOCC2)c2ccccc2n1 | 1.3% | 6% | 1% | 2% | 3% | -17% | 9% | -4%[46.1 µM]
Cc1ccc(-c2nn3nnnc3c3ccccc23)cc1C | -0.9% | -5% | 2% | 1% | 11% | -21% | -11% | -17%[46.1 µM]

Reprinted at random: 3 records from the list
SMILES | Epigenetic derep | Tau fluor counter | TR SRC2 fluor cs | CBFb RUNX1 block | aGal spleen mod | TRb-SRC2 inh | Tau FP inhib | NPSR antagonist
CCOc1cccc(C2CC(=O)Nc3cc4c(cc32)OCCO4)c1 (stereo not given) | -1.8% | -19% | 0% | . | . | -6% | 2% | .
Cc1cc(C(=O)OCC(=O)N2CCOCC2)c2ccccc2n1 | 1.3% | 6% | 1% | 2% | 3% | -17% | 9% | -4%[46.1 µM]
COC(=O)c1ccccc1NC(=S)NC(=O)COc1ccccc1Cl | -2.2% | -23% | 1% | -3% | 1% | -3% | -16% | -14%[46.1 µM]

A portion of the library. The share of hits here may be higher or lower than overall.
